PolyA inh: blocks polyadenylation in yeast reporter cells; 0.02% of 300,000 active; AID 1875; S. cerevisiae SKY197-pL101 polyadenylation reporter, beta-gal luminescence; efflux-impaired pdr1/pdr3 knockout yeast; score 100 = 6 SD above DMSO; calls only at 12 µM;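 active means lowest replicate activity score at least 50, where 100 means six control SD above control mean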;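 further: yeast exposed to compound for 9 h at 30 °C; higher score means more reporter readthrough which indicates perturbed polyadenylation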
KCNQ1 act: human KCNQ1 channel potentiation or activation; AID 2648; P51787; B-score at 10 µM; 0.35% of 310,000 active; CHO-K1 KCNQ1, thallium flux FluxOR fluorescence; stronger effect = higher value;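 active means fluorescence ratio B-score, a plate-corrected score, at least three library SD, with initial intensity B-score within 5 SD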
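Assay system: CHO-K1 cells stably expressing KCNQ1. Medium: assay buffer for compound exposure, DMSO matched across wells. Timing: 37 °C overnight plating, 90-min dark dye load, 20-min compound pretreatment. Signal: kinetic FluxOR fluorescence, 10 s baseline plus 110 s post-stimulus.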
KCNQ1 inh: human KCNQ1 channel inhibition; P51787; 1.3% of 310,000 active; CHO-K1 KCNQ1, FluxOR thallium flux fluorescence; stronger effect = higher value; B-score at 10 µM;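 active means compounds whose thallium flux B-score, printed positive for inhibition, exceeds three library SD while starting fluorescence stays within three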;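 further: channel opened by potassium depolarization with thallium stimulus after 20 min compound exposure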
RGS4 block: inhibitors of human RGS4. P49798. HEK293 M3R/RGS4 inducible, Fluo-4 calcium flux; stronger effect = higher value; triggered by carbachol at its EC20. B-score at 10 µM. 0.45% of 310,000 active. AID 463165;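 active means B-score, a plate-corrected calcium signal, over three deviations above library mean, with baseline fluorescence within five deviations of library mean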;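 further: RGS4 expression induced by doxycycline in cells with stable M3 receptor; B-score is computed from the integrated fluorescence ratio over baseline after carbachol; higher B-score means a larger calcium signal and so more RGS4 inhibition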
Target sequence (P49798 whole entry, looked up): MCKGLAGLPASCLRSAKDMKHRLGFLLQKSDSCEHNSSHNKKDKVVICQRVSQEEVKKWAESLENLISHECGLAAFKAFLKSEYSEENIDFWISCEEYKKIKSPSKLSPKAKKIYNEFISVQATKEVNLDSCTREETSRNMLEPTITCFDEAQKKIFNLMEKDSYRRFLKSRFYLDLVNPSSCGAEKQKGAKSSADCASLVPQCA
GSK3 alpha inh: inhibitors of human GSK-3 alpha kinase. P49840. ADP-Glo luminescence, 60 min. inhibition, % at 10 µM. 0.1% of 320,000 active. AID 2650;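 in the data active means inhibition above about 50%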;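 further: GST-tagged GSK-3 alpha with peptide substrate and 25 µM ATP; 0% = DMSO neutral wells and 100% = GW8510 positive control wells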
KCNK3 block: human KCNK3 channel inhibition, primary screen; O14649; CHO-KCNK3 thallium flux, FluxOR fluorescence; stronger effect = lower value; B-score at 10 µM; 0.84% of 340,000 active; AID 602410;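 active means B-score under library mean minus 4 SD, starting fluorescence ratio at most library mean plus 5 SD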;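 further: more negative B-score means stronger inhibition of thallium flux through KCNK3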
Target sequence (O14649 whole entry, looked up): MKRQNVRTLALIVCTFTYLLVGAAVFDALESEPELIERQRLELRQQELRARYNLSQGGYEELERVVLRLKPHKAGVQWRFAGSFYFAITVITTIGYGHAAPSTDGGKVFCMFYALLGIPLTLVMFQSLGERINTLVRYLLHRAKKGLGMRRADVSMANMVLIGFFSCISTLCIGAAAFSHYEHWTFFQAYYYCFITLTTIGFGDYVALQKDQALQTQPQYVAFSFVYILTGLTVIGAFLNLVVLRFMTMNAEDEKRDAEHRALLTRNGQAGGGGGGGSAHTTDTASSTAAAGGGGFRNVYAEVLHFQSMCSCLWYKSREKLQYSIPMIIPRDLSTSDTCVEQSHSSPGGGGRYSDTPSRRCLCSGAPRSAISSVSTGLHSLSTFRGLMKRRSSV
hERG rescue: shields human hERG channel from block by proarrhythmic agents | CHO-hERG, FluxOR thallium flux, dofetilide IC70 present | activation (rescue from dofetilide block), less the hit threshold, % at 10 µM | 0.51% of 310,000 active;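 active means activation above the mean of controls blocked by dofetilide plus 5 SD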;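 further: thallium influx through hERG after potassium depolarization seen as dye fluorescence rise; in these data hits start at about 4.7%; inactives centre near -7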
KCNK9 inh: inhibitors of human KCNK9 two-pore domain potassium channel; Q9NPC2; HEK293 KCNK9, FluxOR thallium flux fluorescence; stronger effect = lower value; B-score at 10 µM; 1.2% of 310,000 active; AID 488922;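 active means ratio B-score over 3 SD below the library mean, with starting fluorescence within 5 SD of its mean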;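 further: negative B-score means less thallium flux so channel inhibition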
Target sequence (Q9NPC2 whole entry, looked up, the tested form may be a part): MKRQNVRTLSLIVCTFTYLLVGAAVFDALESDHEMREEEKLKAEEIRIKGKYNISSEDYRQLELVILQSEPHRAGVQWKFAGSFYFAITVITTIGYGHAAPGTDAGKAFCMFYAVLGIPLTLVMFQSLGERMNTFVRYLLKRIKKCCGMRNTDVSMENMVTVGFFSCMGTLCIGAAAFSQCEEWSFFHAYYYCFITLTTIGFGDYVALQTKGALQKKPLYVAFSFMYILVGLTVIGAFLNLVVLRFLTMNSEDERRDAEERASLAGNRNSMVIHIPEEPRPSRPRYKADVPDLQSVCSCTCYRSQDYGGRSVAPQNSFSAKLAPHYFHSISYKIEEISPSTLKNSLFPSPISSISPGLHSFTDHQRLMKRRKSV
RGS4 pot: RGS4 potentiation or activation | HEK293 M3R/inducible RGS4, carbachol calcium flux Fluo4; stronger effect = lower value | B-score at 10 µM | 0.92% of 310,000 active;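 active means B-score of the integrated calcium signal more than 4 SD below the library mean, with starting fluorescence not abnormally high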;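 further: negative B-score means reduced calcium response which marks RGS4 activation or potentiation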
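Material: M3R-expressing HEK293 line, RGS4 induced by doxycycline | Schedule: Overnight RGS4 induction, 30 min dye load 37 °C, 20 min compound RT | Measured by: Fluo4 fluorescence kinetic imaging of calcium | Read-out: Integrated calcium ratio converted to B score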
Dyrk1A ADPGlo: Dyrk1A (rat) kinase inhibition. Q63470. ADP-Glo luminescence, NFATc1 peptide. inhibition, % at 12.5 µM. 0.43% of 310,000 active. AID 504441; in the data active means inhibition above about 50%;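 further: plate controls were vehicle with enzyme for no effect and no enzyme for full effect; many of its hits are not listed in these tables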
GSK3beta inhib: inhibitors of human GSK3beta kinase; GST-GSK3beta kinase, ADP-Glo luminescence, 60 min; stronger effect = lower value; activity score (negative = inhibition), % at 10 µM; 0.038% of 300,000 active;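 active means more than half of replicate wells score below -50%, meaning over 50% inhibition versus plate controls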;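 further: 0% = median DMSO wells and -100% = median GW8510 positive control wells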
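test system = GST-tagged human GSK3beta kinase, cell-free | reagent = 25 µM ATP with peptide substrate | dosing = one dose of 10 µM per compound | schedule = 60 min reaction, RT | detection = luminescent ADP-Glo measurement of ADP formed | control set = DMSO neutral wells and GW8510 at 20 µM as positive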
An asterisk follows results filed as active; i = inactive; . = no result given.

SMILES	PolyA inh	KCNQ1 act	KCNQ1 inh	RGS4 block	GSK3 alpha inh	KCNK3 block	hERG rescue	KCNK9 inh	RGS4 pot	Dyrk1A ADPGlo	GSK3beta inhib
COC(=O)c1ccc(NC(=S)N2CCCC2)cc1	i	i	i	i	3	i	-16	i	i	4	3
COc1ccc(S(=O)(=O)N2CCCCCC2)cc1C(=O)NC1(C)CCS(=O)(=O)C1 (stereo not given)	i	i	i	i	-2	i	-7	i	i	-4	-2
CN1CCN(C(c2ccc(Br)cc2)c2cc(Cl)c3cccnc3c2O)CC1 (stereo not given)	i	i	i	i	-3	i	-1	i	i	3	2
Cc1cc2oc(=O)cc(CSc3nc(N)cc(N)n3)c2cc1C	i	i	i	i	-3	i	-2	i	i	10	0
O=C(CCc1ccccc1)Nc1ccc(N2CCOCC2)c(Cl)c1	i	i	i	i	-2	i	-11	i	i	6	3
OC(CN1CCN(c2cccc(Cl)c2)CC1)c1ccc(F)cc1 (stereo not given)	i	i	i	i	-2	i	-8	i	i	10	1
CCOC(=O)c1cnn(CCOC(=O)c2ccccc2F)c1NC(=O)c1ccccc1F	i	i	i	i	0	i	-7	i	i	-3	-2
CCCCOc1ccc(C(=O)NCC2(c3ccc(OC)cc3)CCOCC2)cc1	i	i	i	i	-11	i	-7	i	i	7	5
Cc1onc(COc2ccccc2O)c1Br	i	i	i	i	-2	i	-12	i	i	-3	-2
CCOC(=O)c1ccc(NC(=O)CN2C(=O)NC3(CCCCCC3)C2=O)cc1	i	i	i	i	-6	i	-8	i	i	-7	2
CN(C)S(=O)(=O)c1ccc(C(=O)N2CCN=C2SCc2ccccc2)cc1	i	i	i	i	.	i	0	i	i	-3	1
Cc1ccc(C(C)NC(=O)c2ccncc2)cc1C (stereo not given)	i	i	i	i	0	i	-11	i	i	1	-2
Cc1c(C(=O)NC(=S)Nc2ccc(NC(=O)c3cccs3)cc2)cccc1[N+](=O)[O-]	i	i	i	i	0	i	-8	i	i	-6	1
COC(=O)c1ccccc1NC(=O)N1CCN(c2ccc(OC)cc2)CC1	i	i	i	i	-5	i	-12	i	i	-1	6
O=c1cc[nH]c2ccc(Cl)cc12	i	i	i	i	3	i	-10	i	i	50*	-5
COc1ccc(C(CNC(=O)CSc2ccc(Br)cc2C)N2CCOCC2)cc1 (stereo not given)	i	i	i	i	-2	i	-10	i	i	10	1
COc1cc(/C=N/NC(=O)/C(=C\c2ccc3c(c2)OCO3)NC(=O)c2ccccc2)ccc1O	i	i	i	i	-1	i	-8	i	i	4	0
Nn1c(Nc2ccc(Cl)cc2)nncc1=O	i	i	i	i	-2	i	-12	i	i	-7	-2
COc1ccc(-c2ccc(OC)c([C@H]3[C@@H]4C=CCC[C@@]4(C)C(=O)N3Cc3ccccc3)c2)cc1OC	i	i	i	i	.	i	-16	i	i	6	0
CC(=O)Nc1cccc(C(=O)OC2CCOC2=O)c1 (stereo not given)	i	i	i	i	1	i	-8	i	i	-4	1
COc1ccc2c(c1)SC1=NCCS(=O)(=O)N12	i	i	i	i	6	i	-11	i	i	13	0
COc1ccc(-c2cn[nH]c2C)cc1	i	i	i	i	3	i	-6	i	i	63*	5
COc1ccc(NC(=O)C2CCCN2C(=O)Oc2ccccc2)cc1 (stereo not given)	i	i	i	i	2	i	-2	i	i	-1	0
COc1ccc(C(=O)N2CCN(C3CCN(Cc4ccccc4)CC3)CC2)cc1OC	i	i	i	i	1	i	-8	i	i	-5	-2
CCN(CC)S(=O)(=O)c1ccc(Cl)nc1	i	i	i	i	-3	i	-13	i	i	-9	2

Complete entries, looked up by structure. Order of screens: PolyA inh	KCNQ1 act	KCNQ1 inh	RGS4 block	GSK3 alpha inh	KCNK3 block	hERG rescue	KCNK9 inh	RGS4 pot	Dyrk1A ADPGlo	GSK3beta inhib
Profile of Cc1c(C(=O)NC(=S)Nc2ccc(NC(=O)c3cccs3)cc2)cccc1[N+](=O)[O-] = i	i	i	i	0	i	-8	i	i	-6	1
Profile of COc1ccc(S(=O)(=O)N2CCCCCC2)cc1C(=O)NC1(C)CCS(=O)(=O)C1 (stereo not given) = i	i	i	i	-2	i	-7	i	i	-4	-2
Profile of CN(C)S(=O)(=O)c1ccc(C(=O)N2CCN=C2SCc2ccccc2)cc1 = i	i	i	i	.	i	0	i	i	-3	1
Profile of OC(CN1CCN(c2cccc(Cl)c2)CC1)c1ccc(F)cc1 (stereo not given) = i	i	i	i	-2	i	-8	i	i	10	1

More records.
SMILES	PolyA inh	KCNQ1 act	KCNQ1 inh	RGS4 block	GSK3 alpha inh	KCNK3 block	hERG rescue	KCNK9 inh	RGS4 pot	Dyrk1A ADPGlo	GSK3beta inhib
OC(CN1CCN(c2ccccn2)CC1)Cn1c2ccc(Cl)cc2c2cc(Cl)ccc21 (stereo not given)	i	i	i	i	-1	i	-6	i	i	-7	-4
C=C1[C@@H](C)C2[C@H](Cc3ccccc3)NC(=O)[C@]23OC(=O)CC[C@H](O)CCC[C@H](C)C/C=C/[C@H]3[C@@H]1O (stereo not given in full)	i	60*	i	i	.	.	-10	i	i	.	2
O=C(NCC(c1ccco1)N1CCOCC1)c1cccc([N+](=O)[O-])c1 (stereo not given)	i	i	i	i	1	i	-4	i	i	-3	3
O=C(Cc1ccccc1)NC1(O)C(=O)c2ccccc2C1=O	i	i	i	i	3	i	-10	i	i	7	0
COc1cccc(/C=C2/Sc3ccc(C(=O)NCCN4CCCC4)cc3NC2=O)c1	i	i	i	i	1	i	-34	i	i	18	-67*
COc1ccccc1C(=O)NNC(=O)c1ccc(Br)o1	i	i	i	i	5	i	-4	i	i	.	2
CCCCOCCCNC1=NCCCCC1	i	i	i	i	1	i	-7	i	i	2	2
CCOC(=O)C(Cc1ccccc1)NC(=O)Cn1nnc(-c2ccccc2)n1 (stereo not given)	i	i	i	i	-2	i	-18	i	i	-4	3
O=C(NCCC1=CCCCC1)C1CCCN(S(=O)(=O)c2cccc3cccnc23)C1 (stereo not given)	i	i	i	i	-2	i	-11	i	i	9	-1
O=C(NCCN1CCOCC1)c1ccccc1Cl	i	i	i	i	-2	i	-7	i	i	-3	-6
COc1ccc(CNC(=O)[C@@H]2CC=C[C@@H]3CCN(C4CC4)C(=O)[C@@H]32)cc1	i	i	i	i	0	i	-7	i	i	3	-4
CCN(CC)S(=O)(=O)c1ccc(C(=O)Nc2ccc(C(F)(F)F)n(C)c2=O)cc1	i	i	i	i	1	i	-1	i	i	-6	1
CC1=CC(C)(C)N(C(=O)CSc2nnc(C)s2)c2ccc(C)cc21	i	i	i	i	-1	i	-6	i	i	-3	2
COc1ccc(N=c2oc3cc(O)ccc3cc2C(=O)NCC2CCCO2)cc1 (stereo not given)	i	i	i	i	1	i	-6	i	i	2	1
c1ccc(Cn2ccnc2SCc2nnc(-c3ccccc3)o2)cc1	i	i	i	i	3	i	-7	i	i	-1	0
O=C(Nc1nc2ccccc2[nH]1)C1CCCC1	i	i	i	i	-1	i	1	i	i	6	1
CCOC(=O)c1c(NC(=O)c2cccs2)sc(C(=O)N2CCOCC2)c1C	i	i	i	i	-1	i	-10	i	i	0	-1
CC(C)(C)SCCNC(=O)/C=C/c1cccc([N+](=O)[O-])c1	i	i	i	i	2	i	-7	i	i	-3	5
O=C(C(Cl)c1ccccc1)N1CCCC1 (stereo not given)	i	i	i	i	-1	i	-6	i	i	-1	-2
CCOc1ccc(Cn2c(=O)oc3ccccc32)cc1	i	i	i	i	-2	i	-2	i	i	-2	-1
O=C(CSc1nnnn1Cc1ccccc1)NCC(=O)c1ccccc1	i	i	i	i	-2	i	1	i	i	-6	0
COc1cc(O)c(C(CCN2CCN(c3ccccc3)CC2)c2ccc(N(C)C)cc2)c(OC)c1 (stereo not given)	i	i	i	i	-2	i	-10	i	i	-15	1
CN(Cc1nc2ccc(F)cc2[nH]1)Cc1c(C(=O)N(C)C)nc2ccc(Cl)cn12	i	i	i	i	0	i	-8	i	i	-5	0
NC(=S)NNC(=O)[C@@H]1CCCC[C@@H]1C(=O)O	i	i	i	i	2	i	-3	i	i	-5	2
COc1ccc(NC(=O)c2cc(-c3cc(OC)c(OC)c(OC)c3)nc3ccccc23)c(OC)c1	i	i	i	i	-3	i	-12	i	i	4	2

Carrying on:
SMILES	PolyA inh	KCNQ1 act	KCNQ1 inh	RGS4 block	GSK3 alpha inh	KCNK3 block	hERG rescue	KCNK9 inh	RGS4 pot	Dyrk1A ADPGlo	GSK3beta inhib
O=C(CSc1nc2ccccc2c2nc3ccccc3n12)NCc1ccco1	i	i	i	i	5	i	-13	i	i	6	0
CCCNC(=O)CCc1nnc2ccc(N3CCC(C)CC3)nn12	i	i	i	i	1	i	-6	i	i	2	4
O=C([C@H](Cc1ccc(O)cc1)n1cc(CCO)nn1)N1CCNCC1	i	i	i	i	-22	i	-3	i	i	-18	-3
Cc1c(C)c2ccc(OCC(=O)NCCCN3CCCC3=O)cc2oc1=O	.	i	i	i	0	i	-8	i	i	-4	2
COc1ccc(Cn2nnnc2C(c2cc3cc(C)ccc3[nH]c2=O)N2CCN(C)CC2)cc1 (stereo not given)	i	i	i	i	-2	i	-8	i	i	3	-1
O=C(c1cc2c([nH]c1=O)CCCC2)N1CCc2c([nH]c3ccccc23)C1c1ccccc1F (stereo not given)	i	i	i	i	2	i	-5	i	i	1	0
CCN(CC)S(=O)(=O)c1cc(C(=O)c2nccn2C)ccc1Cl	i	i	i	i	-1	i	-6	i	i	11	1
Cc1cc(C)cc(NC(=O)CN2C(=O)COc3ccc(S(=O)(=O)N4CCCC4)cc32)c1	i	i	i	i	-2	i	-5	i	i	6	3
CCOc1ccc(NC(=O)CSc2nnc(C)n2CC)cc1	i	i	i	i	-2	i	-8	i	i	3	1
CCC(C)C(=O)Nc1ccc(S(=O)(=O)N2CCCC2)cc1 (stereo not given)	i	i	i	i	0	i	-5	i	i	0	0
OC1(c2cccs2)CN(c2ccc(Cl)cc2)C2=[N+]1CCCC2 (stereo not given)	i	i	i	i	.	i	-12	i	-9.1*	.	-1
CC(C)c1ccc(/C=N/N2CCN(c3ccccn3)CC2)cc1	i	i	i	i	0	i	-5	i	i	.	3
COCCNC(=O)C(c1cccnc1)N(Cc1ccc(C)cc1)C(=O)Cn1nnc2ccccc21 (stereo not given)	i	i	i	i	-3	i	-10	i	i	-7	3
O=C(N/N=C/c1ccc(OC(F)F)cc1OC(F)F)NC1CCCCC1	i	i	i	i	-1	i	-17	i	i	7	2

Screens from PubChem BioAssay.

These rows are one share of the data (hit frequency here may not be typical).
